# High-throughput results: PubChem BioAssay, The Scripps Research Institute Molecular Screening Center
# LYPLA1 inh – LYPLA1 inhibitors, primary screen, counter-screen for PME1 inhibitor project, biochemical, fluorescence polarization, FP-Rh probe ABPP | Acyl-protein thioesterase 1 (Homo sapiens), O75608 | recombinant LYPLA1 | inhibition, % at 5.9 µM | 0.16% of 320,000 active | AID 2174, 2009;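 active means inhibition above the mean of all tested compounds plus 3 SD, set per campaign, cut at about 14% in these data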;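 further: inhibitors block serine hydrolase probe labeling of LYPLA1 so polarization falls; 0% = enzyme with DMSO and 100% = wells lacking LYPLA1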
# Target sequence (O75608 whole entry, looked up): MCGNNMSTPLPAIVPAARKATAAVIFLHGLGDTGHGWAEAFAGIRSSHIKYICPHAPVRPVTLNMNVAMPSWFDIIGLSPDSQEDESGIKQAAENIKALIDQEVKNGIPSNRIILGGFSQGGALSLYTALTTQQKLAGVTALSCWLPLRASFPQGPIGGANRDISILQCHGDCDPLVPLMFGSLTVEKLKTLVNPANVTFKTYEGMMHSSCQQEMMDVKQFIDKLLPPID
# GSTO1 inh – inhibitors of recombinant GSTO1, primary screen, counter-screen for RBBP9 inhibitor project, biochemical, fluorescence polarization; AID 1974, 2009; Glutathione S-transferase omega-1 (Homo sapiens), P78417; 1.1% of 300,000 active; inhibition, % at 5.96 µM; activity-based probe fluorescence polarization;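 active means inhibition above the campaign mean inhibition plus 3 SD, cut at about 35% in these data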;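 further: 0% = GSTO1-1 with DMSO and 100% = wells lacking GSTO1-1 enzyme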
# PAD4 inh – human PAD4 inhibitors, primary screen, biochemical, fluorescence polarization, 1536-well format; inhibition, % at 6.36 µM; 0.41% of 330,000 active; recombinant PAD4, RCA probe fluorescence polarization; Protein-arginine deiminase type-4 (Homo sapiens), Q9UM07;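 active means percent inhibition above a cutoff equal to the mean of all tested compounds plus 3 SD, cut at about 15% in these data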;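 further: 0% = PAD4 with RCA probe and DMSO and 100% = probe without PAD4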
# pPAFAH FP inh – pPAFAH enzyme inhibitors, primary screen, biochemical, fluorescence polarization, human. 1.5% of 330,000 active. Platelet-activating factor acetylhydrolase (Homo sapiens), Q13093. recombinant pPAFAH, FP-rhodamine probe fluorescence polarization. AID 463082, 2010. inhibition, % at 3.39 µM;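 active means inhibition above the mean inhibition across the screen plus 3 SD, cut at about 25% in these data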;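 further: inhibitors block binding of the rhodamine activity-based probe so polarization drops; 0% = enzyme with DMSO and 100% = wells lacking pPAFAH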
# PAFAH1B2 inh – PAFAH1B2 enzyme inhibitors, primary screen, biochemical, fluorescence polarization, human; recombinant PAFAH1B2, FP-rhodamine activity probe; 1.2% of 340,000 active; Platelet-activating factor acetylhydrolase IB subunit alpha2 (Homo sapiens), P68402; inhibition, % at 3.39 µM;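 active means inhibition above the mean of all tested compounds plus 3 SD, cut at about 24% in these data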;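 further: 0% = enzyme with DMSO and 100% = wells lacking PAFAH1B2; many of its hits are not listed in these tables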
# Target sequence (P68402 whole entry, looked up): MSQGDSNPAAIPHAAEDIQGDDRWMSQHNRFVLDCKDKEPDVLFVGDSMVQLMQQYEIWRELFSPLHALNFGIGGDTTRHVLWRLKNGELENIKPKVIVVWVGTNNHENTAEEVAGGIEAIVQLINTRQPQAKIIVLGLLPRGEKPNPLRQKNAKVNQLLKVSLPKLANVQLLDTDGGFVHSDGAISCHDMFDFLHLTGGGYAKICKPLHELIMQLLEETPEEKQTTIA
# Fam108B counter – mouse Fam108B serine hydrolase inhibitors, primary screen, counter-screen for RBBP9 inhibitor project, biochemical, fluorescence polarization; recombinant Fam108B, FP-Rh probe fluorescence polarization; AID 1947, 2009; inhibition, % at 9.51 µM; 0.33% of 300,000 active;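 active means inhibition above the screen mean inhibition plus 3 SD, computed separately per campaign, cut at about 18% in these data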;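 further: inhibitors lower polarization as less probe binds the enzyme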
# PAFAH2 FP inh – PAFAH2 enzyme inhibitors, primary screen, biochemical, fluorescence polarization, human | Platelet-activating factor acetylhydrolase 2, cytoplasmic (Homo sapiens), Q99487 | recombinant PAFAH2, FP-rhodamine activity probe | inhibition, % at 3.39 µM | 0.99% of 340,000 active | AID 492956, 2010;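 active means inhibition above the mean over all tested compounds plus 3 SD, cut at about 30% in these data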;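 further: inhibitors block probe labeling of enzyme so polarization drops; 0% = enzyme with DMSO and 100% = wells lacking PAFAH2 protein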
# PME-1 primary – PME-1 inhibitors via competitive probe labeling, primary screen, biochemical, fluorescence polarization, FP-Rh probe, HTS. Protein phosphatase methylesterase 1 (Homo sapiens), Q9Y570. inhibition, % at 5.9 µM. 0.53% of 320,000 active. recombinant PME-1;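 active means inhibition above the campaign mean of all compounds plus 3 SD, cut at about 26% in these data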;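 further: competitive labeling of PME-1 active site by serine hydrolase directed probe; 0% = PME-1 with DMSO and 100% = wells lacking PME-1 enzyme; inhibitors block probe labeling so polarization falls and inhibition rises; many of its hits are not listed in these tables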
# Target sequence (Q9Y570 whole entry, looked up): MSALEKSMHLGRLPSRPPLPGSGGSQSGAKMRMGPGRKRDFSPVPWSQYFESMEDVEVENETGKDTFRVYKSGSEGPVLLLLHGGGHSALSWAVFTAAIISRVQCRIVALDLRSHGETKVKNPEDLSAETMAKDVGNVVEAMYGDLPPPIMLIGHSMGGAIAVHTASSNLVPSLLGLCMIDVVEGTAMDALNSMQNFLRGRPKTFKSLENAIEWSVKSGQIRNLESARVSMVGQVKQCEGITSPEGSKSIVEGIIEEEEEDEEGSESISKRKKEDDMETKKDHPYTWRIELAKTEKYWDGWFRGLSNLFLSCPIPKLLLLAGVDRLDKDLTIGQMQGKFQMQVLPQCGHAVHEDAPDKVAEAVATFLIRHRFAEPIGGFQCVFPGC
# PAFAH1B3 inh – PAFAH1B3 enzyme inhibitors, primary screen, biochemical, fluorescence polarization, human; Platelet-activating factor acetylhydrolase IB subunit alpha1 (Homo sapiens), Q15102; recombinant PAFAH1B3, FP-rhodamine probe; inhibition, % at 3.39 µM; 0.28% of 340,000 active; AID 492972, 2010;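 active means inhibition above the screen-wide average of all tested compounds plus 3 SD, cut at about 25% in these data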;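 further: 0% = enzyme with DMSO only and 100% = wells lacking PAFAH1B3 protein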
# Target sequence (Q15102 whole entry, looked up): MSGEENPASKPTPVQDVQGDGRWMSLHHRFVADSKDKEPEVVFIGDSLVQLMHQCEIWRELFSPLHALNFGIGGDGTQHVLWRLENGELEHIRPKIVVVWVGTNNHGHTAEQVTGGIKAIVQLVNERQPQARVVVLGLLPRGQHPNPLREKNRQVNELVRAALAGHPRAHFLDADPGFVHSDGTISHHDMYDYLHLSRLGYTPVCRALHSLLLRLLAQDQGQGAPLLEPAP
# Numbers without * were called inactive; . = not tested or not shown. A portion of the library; count on the stated rates, not on these rows.
SMILES,LYPLA1 inh,GSTO1 inh,PAD4 inh,pPAFAH FP inh,PAFAH1B2 inh,Fam108B counter,PAFAH2 FP inh,PME-1 primary,PAFAH1B3 inh
COc1cc(/C=C2\CC/C(=C\c3cc(OC)c(O)c(OC)c3)C2=O)cc(OC)c1O,-15,38*,-4,42*,17,-6,1,-7,2
Cc1nn(C)cc1S(=O)(=O)N1CCN(Cc2ccc(F)cc2Cl)CC1,1,-2,-1,-3,-1,2,1,-1,1
CCSc1nc(C)c(CC)c(C)c1C(N)=O,-2,-1,0,1,-2,4,-1,1,-2
O=C(NCc1nc2ccccc2[nH]1)c1ccc(Cl)c(S(=O)(=O)N2CCCC2)c1,-1,1,-1,0,1,3,-4,-2,14
Cc1nn2c(N3CCN(C)CC3)c3c(nc2c1-c1ccccc1)CCCC3,1,6,7,-1,.,1,.,-3,.
CC(C)[N+]1=C2C=CC=CC=C2SC12C([N+](=O)[O-])=CC(=[N+]([O-])[O-])C=C2[N+](=O)[O-] (centres undefined),-2,6,0,7,2,2,8,-1,-2
Oc1ccc(-c2cn3cc(C(F)(F)F)ccc3n2)cc1,-1,-3,6,2,-1,2,5,-2,7
COc1ccc(Cn2c(N)c(C#N)c3nc4ccccc4nc32)cc1,-8,39*,-16,-13,-6,2,1,0,-2
O=C(CCn1c(=O)sc2ccccc21)NC1=NCCS1,2,-10,7,5,3,0,5,7,3
N#CCC(=O)NNC(=S)Nc1ccccc1C(F)(F)F,3,5,-3,-4,6,3,4,10,4
Cc1ccc(C(=O)C(OC(=O)CN2C(=O)c3ccccc3C2=O)c2ccccc2)cc1C (centres undefined),-1,-1,-5,2,3,-4,-1,2,2
CCOC(=O)c1c(N)sc2c1CCSC2,1,5,-6,13,-3,-5,-4,1,3
CC1(C)C(=O)Nc2ccccc2N1C(=O)COC(=O)c1cc(Cl)cc(Cl)c1,.,.,-5,2,-2,.,1,.,-4
CN(CC(=O)Nc1ccc(F)cc1)c1ccc(S(=O)(=O)N2CCCC2)cn1,6,5,-4,3,1,-2,7,2,10
COc1ccc(NC(=O)CCN2CCCCCC2)c(OC)c1,3,3,-1,1,-1,0,0,3,2
CC(C)c1onc(C(=O)Nc2ccc3c(c2)OCO3)c1[N+](=O)[O-],6,17,-6,9,8,-3,0,1,9
CC(=O)Nc1ccc(S(=O)(=O)NCCc2ccc(F)cc2)cc1,-1,15,-1,20,6,-1,-3,4,-1
Cc1ccc(S(=O)(=O)N(CC(=O)Nc2cccc([N+](=O)[O-])c2)C2CCCCC2)cc1,-12,-6,-5,-13,-1,-11,2,-16,-3
S=C(Nc1cccc(Cl)c1Cl)N1CCC2(CC1)OCCO2,-7,-2,1,0,-5,3,-2,4,-2
O=C1CC(NS(=O)(=O)c2cccnc2)CN1c1ccc(Cl)cc1 (centres undefined),4,13,-4,7,-1,0,-9,-2,5
O=C(COC(=O)/C=C/c1ccc(S(=O)(=O)N2CCOCC2)cc1)NCc1ccc(Cl)cc1,0,2,-4,11,4,0,15,2,1
CCOC(=O)c1ccc(Oc2nc(NC)nc(SC)n2)cc1,-5,5,3,-8,-1,2,0,0,-1
CCCn1nnc(NC(=S)NC(=O)c2ccccc2OC)n1,.,.,-2,1,4,.,8,.,4
O=C(Cc1cccc2ccccc12)NCC(=O)N1CCN(Cc2cccc(C(F)(F)F)c2)CC1,3,.,3,5,-4,.,-1,-6,2
CCCC(=O)Nc1c(-c2ccccc2Cl)c(=O)c2ccccc2n1C,0,3,0,3,4,5,4,2,7
CCN(CC)CCNC(=O)c1cn(CC)c2ccc(S(=O)(=O)N(C)C)cc2c1=O,2,3,1,-3,7,3,3,13,2
COc1ccc(S(=O)(=O)N(CC(=O)NCc2cccnc2)Cc2ccccc2)cc1,-3,8,0,-1,3,0,-4,3,0
C[C@@H](NC(=O)c1[nH]cnc1C(=O)Nc1cccc(Cl)c1)c1ccccc1,-3,.,-3,2,1,.,-16,-4,5
O=C(COc1ccc(F)c(Cl)c1)c1ccc[nH]1,0,5,0,8,0,1,-1,-1,7
COc1ccc(CCNc2nc(-c3sc(N)nc3C)cs2)cc1OC,-4,25,-24,4,3,1,1,-2,1
Cc1ccc(S(=O)(=O)N(C)C)cc1NC(=O)c1ccc(OC(F)(F)F)cc1,1,-5,0,-2,-4,-2,-14,-8,-3
COc1cccc(=O)c2c(C)n(-c3cc(C)cc(C)c3)c(C)c12,-3,11,-3,23,7,2,59*,4,0
CC(Sc1nnc(Cc2ccc([N+](=O)[O-])cc2)o1)C(N)=O (centres undefined),-1,17,-1,-1,-5,0,4,0,3
CCN(C(=O)CCCCC(=O)N(CC)c1ccccc1)c1ccccc1,-1,2,1,6,1,3,3,0,5
CC(C)(C)c1ccc(/C=C2\Oc3cc(OC(=O)N4CCOCC4)ccc3C2=O)cc1,0,2,2,0,6,-3,13,7,4
COc1ccc(NC(=O)c2cc(-c3ccco3)nc3ccccc23)cn1,-5,.,-1,16,-2,.,1,-4,4
O=C1NC(=Nc2ccccc2Br)SC1(CO)CO,1,-5,1,1,-2,-4,-4,2,2
CCCCCC(=O)Nc1nc(C)c(-c2csc(Nc3ccccc3OC)n2)s1,-15,1,-4,14,10,1,4,24,11
CSc1nc(C2CC2)cc(-c2cccs2)c1C#N,-1,-1,-2,2,-1,-1,0,-10,1
O=C(CCN1C(=O)c2ccccc2C1=O)Nc1ccc(S(=O)(=O)N2CCOCC2)cc1,2,2,-3,-1,3,-5,1,14,3

# Rewritten tab-delimited: entries from further up
compound	LYPLA1 inh	GSTO1 inh	PAD4 inh	pPAFAH FP inh	PAFAH1B2 inh	Fam108B counter	PAFAH2 FP inh	PME-1 primary	PAFAH1B3 inh
CSc1nc(C2CC2)cc(-c2cccs2)c1C#N	-1	-1	-2	2	-1	-1	0	-10	1
O=C(CCN1C(=O)c2ccccc2C1=O)Nc1ccc(S(=O)(=O)N2CCOCC2)cc1	2	2	-3	-1	3	-5	1	14	3

# (continued)
SMILES,LYPLA1 inh,GSTO1 inh,PAD4 inh,pPAFAH FP inh,PAFAH1B2 inh,Fam108B counter,PAFAH2 FP inh,PME-1 primary,PAFAH1B3 inh
COC(=O)c1ccc(Oc2c(C)oc3cc(OCc4cnn(-c5ccccc5)c4)ccc3c2=O)cc1,1,1,1,-1,0,5,-1,-5,5
CCCCS(=O)(=O)N1CCC(C(=O)NCC2CCCO2)CC1 (centres undefined),-3,-3,0,-3,-3,4,-1,2,1
O=C(CCc1nnc(CCCCc2ccccc2)o1)NCCCc1cccnc1,2,1,-2,7,6,-3,5,1,12
COc1ccc(C(CC(=O)NC(C)c2ccc(-c3ccccc3)cc2)NC(C)=O)cc1 (centres undefined),0,2,-1,4,10,1,-13,2,-1
CCCN(C(=O)CCCSc1nc2ccccc2[nH]1)c1c(N)n(Cc2ccccc2)c(=O)[nH]c1=O,-1,5,-8,-4,4,-2,-10,5,13
CC(NC(=O)COc1ccccc1Cl)c1ccccc1 (centres undefined),5,5,0,1,1,2,-3,0,2
CCN1CCN(C(=O)c2cc(COc3ccc(F)cc3F)on2)[C@@H](C)C1=O,1,-3,4,3,3,3,-1,0,1
C#CCOCCOCCOCCNc1nc(N2CCOCC2)nc(N2CCN(C(=O)CCCCCCCCCCNC(=O)[C@H](CO)n3cc(CCCSC)nn3)CC2)n1,1,14,2,9,3,4,2,-2,3
CC12CC3CC(C)(C1)CC(C(=O)NC1=NCCS1)(C3)C2,2,-10,-3,0,28*,4,-2,4,5
O=C(NNC(=O)C1CCN(S(=O)(=O)c2ccccc2)CC1)c1ccccc1O,0,1,-4,2,9,3,9,0,6
CN(C)c1ccc(NC(=O)CSc2nc(C3CC3)nc3ccccc23)cc1,-2,6,5,16,4,2,4,4,0
Cc1ccc(S(=O)(=O)Nc2ccc3c(c2)c2c(n3S(=O)(=O)c3ccc(C)cc3)CCCC2=O)cc1,-1,1,-1,3,0,-20,-27,-4,4
Cc1ccc(S(=O)(=O)N2CCOCC2)cc1NC(=O)CN1CCN(c2ccc(O)cc2)CC1,1,3,-7,8,6,5,-4,15,10
CCO[C@H]1OC(C(=O)Nc2ccccc2)=C[C@@H](C)[C@@H]1CCCO,-1,4,1,2,1,2,1,4,-13
Cc1nc(=S)c2c([nH]1)-c1ccccc1CC21CCCCC1,1,-5,-4,2,.,-3,.,3,.
Cc1cccc(NC(=O)COC(=O)CCc2ccccc2)c1C,-2,6,-6,9,9,5,9,1,6
CCn1nc(C)cc1C(=O)N1CCCC(N2CCN(Cc3ccc4c(c3)OCO4)CC2)C1 (centres undefined),1,4,-3,4,2,0,10,5,6
CCn1c(CNC(=O)c2ccccc2F)nnc1SCC(=O)Nc1nncs1,-1,6,-2,3,-1,0,-2,-1,4
Cc1ccc(S(=O)(=O)CCC(=O)OCC(=O)N2CCN(S(=O)(=O)c3ccc(Cl)cc3)CC2)cc1,2,7,-1,13,22,0,-2,7,8
CCOC(=O)c1[nH]c2ccccc2c1NC(=O)c1cc(OC)c(OC)c(OC)c1,-3,5,2,3,-6,-5,4,11,10

# Looked up above:
# In PAFAH1B2 inh, CC12CC3CC(C)(C1)CC(C(=O)NC1=NCCS1)(C3)C2 shows 28*
# In PAFAH2 FP inh, Cc1ccc(S(=O)(=O)CCC(=O)OCC(=O)N2CCN(S(=O)(=O)c3ccc(Cl)cc3)CC2)cc1 shows -2
# In LYPLA1 inh, CCn1c(CNC(=O)c2ccccc2F)nnc1SCC(=O)Nc1nncs1 shows -1
# In PAFAH1B3 inh, CCCN(C(=O)CCCSc1nc2ccccc2[nH]1)c1c(N)n(Cc2ccccc2)c(=O)[nH]c1=O shows 13
# In PME-1 primary, C#CCOCCOCCOCCNc1nc(N2CCOCC2)nc(N2CCN(C(=O)CCCCCCCCCCNC(=O)[C@H](CO)n3cc(CCCSC)nn3)CC2)n1 shows -2
# In LYPLA1 inh, O=C(CCc1nnc(CCCCc2ccccc2)o1)NCCCc1cccnc1 shows 2

# Next section.
SMILES,LYPLA1 inh,GSTO1 inh,PAD4 inh,pPAFAH FP inh,PAFAH1B2 inh,Fam108B counter,PAFAH2 FP inh,PME-1 primary,PAFAH1B3 inh
CC(c1ccccc1C(O)(c1ccccc1)c1ccccc1)N(C)C (centres undefined),-5,-2,-3,2,1,0,-1,-7,6
Cc1cccc(C(=O)Nc2ccc(C(=O)N/N=C/c3ccc(C)o3)cc2)c1,-1,8,-3,-1,1,1,4,-6,-6
Cc1ccc(S(=O)(=O)N2CCC(C(=O)OCC(=O)NCCc3ccccc3)CC2)cc1C,1,8,-1,8,0,-1,-3,12,1
O=C(NCc1cccnc1)c1ccc(COc2ccccc2Cl)o1,4,-6,-1,-1,-1,1,2,4,4
O=C(CCN1CCN(CCO)CC1)Nc1cccc(Br)c1,-1,2,2,2,6,1,9,0,5
